KB-V1 cytotox: KB-V1 MDR subline cytotoxicity. Potency, µM (series often up to 46.1 µM), for the others: at the highest dose activity change, negative = cytotoxicity, actives largely listed as cytotoxic. AID 1347076. 400,000 compounds, 3.4% hits. KB-V1 MDR cells viability, CellTiter-Glo, 72 h; also: potency is read from the fitted curve at half-maximal effect; % is scaled to controls: 0 for no effect and ±100 for the full control effect; nearly all actives have a fitted effect of over 60% in size
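Potencies derive from concentration-effect curves fitted to normalized luminescence (CellTiter-Glo) of KB-V1 cells treated for 72 h at 37 degrees C in phenol-red-free DMEM containing 10% FBS.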
GLP-1R inv ag: acts as inverse agonist at human GLP-1 receptor; P43220; HEK293 GLP-1R CRE-luciferase, luminescence, 24 h; GLP-1R form is constitutively active; Potency, µM (doses to about 38.3 µM), for inactives: at the top dose activity change, negative = inhibition, hits mostly inhibitors; 410,000 compounds, 1.6% hits; also: potency is read from the fitted curve at half-maximal effect; % is scaled to controls: 0 for no effect and ±100 for the full control effect; nearly all actives have a fitted effect of over 55% in size
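Readout was luciferase luminescence, measured 12 min after detection reagent at room temperature. Beforehand, GLP-1R reporter HEK293 cells had sat 12 h, then received compounds for 24 hr at 37 deg C.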
GLP1R cytotox: cytotoxicity in counter-screen for GLP-1R inverse agonists. HEK293 cAMP-luciferase reporter cells, luminescence, 24 h. Potency, µM (titrated, usually from 38.3 µM), for the others: at the top dose activity change, negative = inhibition, hits mostly inhibitors. 410,000 compounds, 0.13% hits;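 also: loss of luciferase light is scored as toxicity; potency is read from the fitted curve at half-maximal effect; % is scaled to controls: 0 for no effect and ±100 for the full control effect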
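Step one: seed cells (200 cells/uL, DMEM with 10% Nu serum, 1% pen-strep). Step two: 12-hour incubation at 37 deg C. Step three: pin 23 nL compound, incubate 24 hr. Step four: add luciferase reagent, read luminescence 12 min later.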
DRD3 agonist: D3 dopamine receptor (human) agonism | D3R DiscoveRx beta-arrestin cells, luminescence, 90 min | 410,000 compounds, 0.58% hits | max activation, % | AID 652048; in the data active = max activation above about 30%; also: 0% is about no effect; mostly tested at two doses, the higher about 12 µM
Target sequence (P35462 whole entry, looked up): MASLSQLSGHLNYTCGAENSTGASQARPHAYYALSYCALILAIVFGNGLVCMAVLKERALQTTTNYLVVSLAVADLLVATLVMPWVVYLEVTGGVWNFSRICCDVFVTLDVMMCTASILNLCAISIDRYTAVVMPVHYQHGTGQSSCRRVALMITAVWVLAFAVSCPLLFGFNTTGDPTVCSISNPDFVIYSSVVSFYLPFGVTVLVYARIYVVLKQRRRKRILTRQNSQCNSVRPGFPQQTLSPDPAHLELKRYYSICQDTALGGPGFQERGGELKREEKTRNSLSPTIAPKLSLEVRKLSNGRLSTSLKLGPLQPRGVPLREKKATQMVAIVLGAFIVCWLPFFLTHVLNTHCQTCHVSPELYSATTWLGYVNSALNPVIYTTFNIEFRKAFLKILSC
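Agonist-mode cell screen: cells plated at 1500/well and incubated overnight at 37 °C, then exposed to library compounds for 90 min at 37 °C. Detection reagent was added for 30–60 min at room temperature, and luminescence was read.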
TDP43 rescue: TDP-43 toxicity inhibition in yeast. TDP-43 expressing yeast growth rescue, BacTiter-Glo, 24 h. Potency, µM (series often up to 46.1 µM), without a hit: at the highest dose growth rescue (activation), most hits filed as activators. 410,000 compounds, 1.8% hits; also: potency is read from the fitted curve at half-maximal effect; % of control where 0% means no effect; nearly all actives have a fitted effect of over 50% in size
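Readout is BacTiter-Glo luminescence of cell growth, so inhibitors register as activators. TDP-43-expressing yeast at OD600=0.02 in galactose medium, after raffinose pregrowth to mid-log, were incubated with compound for 24 hr at 30 deg C.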
GLP1R ag: activates the human GLP-1 receptor. P43220. HEK293 GLP-1R CRE-luciferase, luminescence, 4-6 h; cells express a hypersensitive GLP-1R form. Potency, µM (series often up to 45.6 µM), inactives show at the top dose activation, most hits filed as activators. 380,000 compounds, 0.007% hits; also: potency is read from the fitted curve at half-maximal effect; % of control where 0% means no effect
PTHR1 ag: agonists of human PTHR1 parathyroid hormone receptor. 410,000 compounds, 0.075% hits. Potency, µM (series often up to 115 µM), for the others: at the highest dose activation, hits mostly activators. Q03431. HEK293 GP2 PTHR1 cells, GloSensor cAMP luminescence, 1 h; also: potency is read from the fitted curve at half-maximal effect; nearly all actives have a fitted effect of over 55% in size; some results filed as inactive show a strong effect at the top dose; inactives centre near -15; many of its hits are not listed in these tables
Target sequence (Q03431 whole entry, looked up): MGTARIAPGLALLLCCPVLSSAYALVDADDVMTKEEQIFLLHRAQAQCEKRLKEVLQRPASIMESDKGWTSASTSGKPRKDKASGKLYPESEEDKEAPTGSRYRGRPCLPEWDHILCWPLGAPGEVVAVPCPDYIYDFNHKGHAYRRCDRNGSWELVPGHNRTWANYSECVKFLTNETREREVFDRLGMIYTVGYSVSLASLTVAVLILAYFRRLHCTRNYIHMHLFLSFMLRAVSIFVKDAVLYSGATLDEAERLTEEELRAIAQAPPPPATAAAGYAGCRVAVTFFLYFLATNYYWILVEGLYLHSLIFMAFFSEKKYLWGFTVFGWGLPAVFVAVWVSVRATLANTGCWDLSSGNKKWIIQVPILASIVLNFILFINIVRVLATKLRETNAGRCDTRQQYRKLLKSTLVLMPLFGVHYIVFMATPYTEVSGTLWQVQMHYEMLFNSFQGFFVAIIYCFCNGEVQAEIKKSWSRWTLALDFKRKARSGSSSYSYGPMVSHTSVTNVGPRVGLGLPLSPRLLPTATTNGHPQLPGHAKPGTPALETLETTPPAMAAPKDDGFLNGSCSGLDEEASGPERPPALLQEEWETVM
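HEK-293-derived GP2 cells expressing PTHR1 and a GloSensor cAMP reporter, 3,000/well, plated overnight, given luciferin plus IBMX (each 0.5 mM as added) for 1 h at 37 °C, then compound for 1 h at 37 °C. Luminescence was read after 15 min at room temperature.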
aSyn rescue: alpha-synuclein toxicity inhibition in yeast | Potency, µM (doses to about 46.1 µM), inactives show at the top dose growth rescue (activation), usual class: activators | Yeast expressing alpha-synuclein, growth rescue, BacTiter-Glo, 24 h | 370,000 compounds, 0.14% hits | AID 652106; also: potency is read from the fitted curve at half-maximal effect; % of control where 0% means no effect; nearly all actives have a fitted effect of over 65% in size
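Rescue of yeast growth: cells expressing toxic alpha-synuclein, induced in galactose at OD600 0.02, incubated with compound 24 h at 30 C. ATP luminescence quantified growth; inhibitors of toxicity appear as activators.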
D3 antag: antagonists of human D3 dopamine receptor; P35462; D3R cells, DiscoveRx beta-arrestin luminescence, antagonist mode; hits give low values; 360,000 compounds, 2.5% hits; max response, negative = inhibition, %; AID 652054; in the data active = max response below about -50%; inconclusive = no clear call, values can overlap the other calls; also: % is scaled to controls: 0 for no effect and ±100 for the full control effect; mostly tested at two doses, the higher about 12 µM
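Cells expressing the human receptor were seeded at 1500 cells/well, incubated overnight at 37 degrees C in 5% CO2, then exposed to library compounds with dopamine controls for 90 minutes at 37 degrees C before luminescent detection.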
* marks the source's active call; other numbers are inactive results; i = inactive; ? = inconclusive; . = not tested or not shown; [ ] = remark or other dose. Unless noted, calls follow the shape of the dose curve; as a rule, active = well fitted curve in the direction sought with a large enough effect; inconclusive = small, poorly fitted or top-dose-only effect, or another doubt; inactive = no such curve, though single readings can be large; an effect the other way counts as inactive or inconclusive. An excerpt; the hit share may differ from the screen's.

compound,KB-V1 cytotox,GLP-1R inv ag,GLP1R cytotox,DRD3 agonist,TDP43 rescue,GLP1R ag,PTHR1 ag,aSyn rescue,D3 antag
c1ccc2c(C(c3nnnn3-c3ccc4c(c3)OCCO4)N3CCOCC3)ccnc2c1 (stereo unspecified),24.4%,24.5%,-4.1%,2.9,12.9%,6.3%,-19.3%,1.0%,20.2
C=C1c2cc(CC)ccc2NC(=O)N1c1ccc(C)cc1,-4.1%,-4.3%,?,-6.1,26.7%,4.3%,-24.4%,-11.5%,-11.3
COc1ccc(Cc2nnc(NC(=O)CSc3ccc(C)cc3)s2)cc1OC,-14.0%,7.4%,-12.5%,7.0,14.2%,1.7%,i,4.2%,-17.0
O=[N+]([O-])c1nccn1CCCCCCN1CCOCC1,-8.7%,16.3%,5.0%,-10.6,0.9%,-0.9%,-10.7%,-9.3%,0.0
CC(=O)OCN(C#N)c1nc(N(C)C)nc(N(C)C)n1,21.1%,4.3%,-4.7%,0.3,16.0%,-1.4%,i,-5.6%,7.6
CCOc1ccc(N(CC(=O)Nc2nccs2)S(=O)(=O)c2c(C)[nH]c(=O)[nH]c2=O)cc1,26.7%,3.2%,0.5%,-0.4,4.6%,-5.2%,-0.5%,-2.4%,-3.6
CCCCn1c(N)c(N(CC(C)C)C(=O)C2CC(=O)N(c3ccccc3C(C)CC)C2)c(=O)[nH]c1=O (stereo unspecified),-0.3%,0.7%,3.2%,0.5,-8.4%,2.2%,-20.0%,3.7%,0.2
O=C(NCc1ccc(/C=N\NC(=O)C(=O)Nc2ccccc2Br)o1)C(=O)Nc1ccccc1,7.8%,-5.4%,-11.7%,-1.3,-0.1%,1.1%,i,-0.4%,74.2
CCc1c(C)nc2cc(-c3cc(OC)cc(OC)c3)nn2c1N1CCN(CCN2CCOCC2)CC1,-1.9%,-9.5%,-0.1%,-19.4,-16.7%,4.5%,-48.7%[inhibitor][57.5 µM],-2.5%,0.0
CC(CN1CCOCC1)OC(=O)c1ccccc1Br (stereo unspecified),17.5%,7.4%,5.0%,-1.2,-6.5%,6.3%,-11.2%[57.5 µM],-3.5%,3.3
O=C(Nc1ccc(NC(=O)c2ccco2)nc1)c1ccco1,?,-69.3%,7.3%,1.9,-14.3%,-0.6%,-21.8%,0.8%,-4.6
COc1cccc(OCC(O)CN(CCO)Cc2ccccc2)c1 (stereo unspecified),?,?,-6.5%,-8.0,-9.3%,-3.0%,i,-8.5%,38.6
C=CCc1cc(Cl)ccc1OCCOCCN(C)C,-21.7%,7.08µM*,0.8%,-19.7,9.7%,-2.1%,i,3.7%,-25.1
Cc1cccc(C(=O)Nc2oc(-c3ccccc3)cc2C#N)c1,8.8%,8.8%,12.5%,-17.8,-11.9%,-0.7%,i,-11.8%,-10.0
COC(=O)c1scc(S(=O)(=O)c2ccccc2)c1N,-1.2%,28.1%,9.4%,-2.3,14.7%,11.0%,i,3.5%,-8.6
Cc1ccccc1NC(=O)CSc1nc2ncc(Cl)cc2[nH]1,6.1%,0.5%,-11.3%,1.5,-19.3%,-6.9%,i,-2.8%,0.4
COc1cc(/C=N/N2CCN(Cc3ccc(C)cc3)CC2)cc(OC)c1O,-6.8%,2.6%,3.1%,-22.8,20.3%,9.0%,i,6.5%,-78.6*
Cc1cc(NC(=O)c2ccc(-c3ccccc3F)o2)no1,5.6%,10.6%,-1.1%,-17.2,?,-2.0%,-69.6%[inhibitor],-11.3%,-15.1
Cc1cc(C(=O)COC(=O)c2ccc(CO)cc2)c(C)n1CC1COc2ccccc2O1 (stereo unspecified),-8.5%,?,-26.7%,6.2,?,-1.5%,-32.7%,18.8%,34.7
CCCn1nnc(NC(=O)c2ccc(Br)o2)n1,1.4%,7.7%,-14.7%,-1.9,-10.0%,5.4%,-5.3%[57.5 µM],-3.4%,59.6
O=C1NC(=S)N/C1=C\c1ccc(N2CCOCC2)cc1,-9.8%,19.1%,-5.6%,-7.4,-6.9%,0.2%,-5.1%,-6.8%,-10.9
O=C1CC(c2ccccc2)Cc2[nH]c(=O)c(C(=O)Nc3cccc(Cl)c3)cc21 (stereo unspecified),3.5%,-0.7%,-10.4%,-5.2,7.3%,.,-12.2%,.,.
CC(C)Oc1ccc(CNC(=O)Cn2nc(N3CCN(c4ccccc4)CC3)ccc2=O)cc1,12.2%,0.0%,0.1%,10.7,22.8%,.,-17.9%,.,.
Cc1nn(C)c2c1c(-c1ccccc1)cc(=O)n2Cc1ccccc1F,1.3%,?,20.3%,-5.9,11.6%,.,i,.,.
O=Cc1ccc(F)c([B-](F)(F)F)c1,-3.5%,4.8%,-7.6%,-5.0,21.7%,1.2%,i,4.7%,-16.6
O=C(NCc1ccc(Cl)cc1)c1ccc(Cn2cc(C(F)(F)F)ccc2=O)cc1,16.4µM*,0.0%,0.5%,-2.2,2.9%,12.9%,-1.6%[57.5 µM],-0.4%,?
NC(CO)c1csc(Nc2ccc(C(=O)c3ccccc3)cc2)n1 (stereo unspecified),3.4%,5.3%,-0.6%,3.8,13.0%,-8.7%,i,-1.0%,7.7
COc1cc(C2NC(=O)NC(c3ccccc3)=C2C(C)=O)ccc1OCC#N (stereo unspecified),23.8%,0.0%,-4.7%,-2.2,-32.0%[inhibitor],19.6%,-12.6%,-18.6%,-12.3
CCCNC(=O)N(C)C[C@@H]1Oc2ncc(Br)cc2C(=O)N([C@H](C)CO)C[C@@H]1C,5.2%,11.2%,1.7%,-11.7,5.5%,-2.7%,-5.5%,-2.0%,-2.6
O=S(=O)(Nc1cccnc1)c1ccc(F)cc1,0.0%,1.3%,3.0%,-3.5,-1.6%,-2.5%,i,1.3%,3.7

Limited to PTHR1 ag, DRD3 agonist and D3 antag (2 entries from above):
| canonical_smiles | PTHR1 ag | DRD3 agonist | D3 antag |
| --- | --- | --- | --- |
| Cc1cccc(C(=O)Nc2oc(-c3ccccc3)cc2C#N)c1 | i | -17.8 | -10.0 |
| Cc1nn(C)c2c1c(-c1ccccc1)cc(=O)n2Cc1ccccc1F | i | -5.9 | . |

Later entries:
compound,KB-V1 cytotox,GLP-1R inv ag,GLP1R cytotox,DRD3 agonist,TDP43 rescue,GLP1R ag,PTHR1 ag,aSyn rescue,D3 antag
COc1ccc(C2=NN(C(=O)COC(=O)c3ccc(S(C)(=O)=O)c([N+](=O)[O-])c3)C(c3ccco3)C2)cc1 (stereo unspecified),?,?,?,-12.0,0.0%,-12.1%,-32.7%[inhibitor],13.1%,-56.3*
CCOC(=O)c1c(NC(=O)CSc2ccccc2C(=O)O)sc(C)c1C,-2.6%,-0.5%[0.307 µM],-3.9%[0.307 µM],-7.3,1.6%,2.1%,-19.1%,1.3%,-4.0
O=C1c2oc3ccccc3c(=O)c2C(c2cccnc2)N1Cc1ccco1 (stereo unspecified),7.31µM*,15.8%,-24.8%,-4.1,10.5%,2.7%,-5.9%[57.5 µM],-1.3%,-9.0
FC(F)(F)c1nc(N2CCCC2)ncc1-c1nnnn1-c1ccc(Cl)cc1,14.6µM*,7.08µM*,-25.5%,-2.6,-25.3%,-0.6%,-19.3%[57.5 µM],1.5%,-12.3
COC(=O)C1=C(N)Oc2cc(C)oc(=O)c2C1c1cccnc1 (stereo unspecified),2.9%,-23.1%,3.9%,0.4,4.0%,-2.3%,i,2.8%,28.7
C=CCN1c2ccccc2[C@]23C[C@@H](C(=O)OC)N(C(=O)CC(C)C)C2=NC(C(=O)OC)=C(C(=O)OC)[C@H]13,16.0%,?,3.1%,-18.7,-3.5%,-3.3%,-15.9%,-1.9%,3.3
Cc1ccc(C)c2nc(N3CCCC3)c(C#N)cc12,3.1%,8.4%,11.6%,0.4,6.5%,-2.0%,i,1.7%,11.3
COc1ccccc1/C=C(/NC(=O)c1ccccc1)C(=O)NCCCn1ccnc1,?,6.9%,4.4%,3.4,1.5%,-3.8%,-11.8%,-5.6%,-2.4
CC1(C)CC(=O)C=C(NCCO)C1,12.1%,11.9%,17.5%,0.1,-5.3%,-9.5%,-3.7%[57.5 µM],-4.5%,6.6
C[C@H]1CN([C@@H](C)CO)C(=O)c2cccc(NC(=O)Nc3ccc(C(F)(F)F)cc3)c2O[C@@H]1CN(C)S(=O)(=O)c1ccc(Cl)cc1,?,-3.9%,-10.1%,-2.6,21.9%,-1.1%,-25.0%,-6.5%,35.8
CCn1c(=O)c2sccc2n(Cc2ccc(C)cc2)c1=O,-16.0%,4.5%,-7.4%,7.6,19.7%,-1.9%,i,0.2%,22.3
CCCNC(=O)CSc1nc2ccccc2nc1Cc1ccc(Cl)cc1,-15.1%,20.1%,2.9%,-0.2,-10.3%,.,6.2%,.,.
CCOc1ccc2oc(=O)cc(CN3CCN(c4ccc(Cl)cc4)CC3)c2c1,.,4.4%,-8.5%,5.2,-5.0%,.,-41.0%[inhibitor],.,.
CC12C(=O)N(c3ccccn3)C(=O)C1C1C=CC2C1 (stereo unspecified),0.0%,4.9%,0.3%,-2.4,-20.0%,-1.7%,29.3%,14.1%,?
CCOC(=O)C1=C(COC(=O)CNC(=O)c2ccc(C)cc2)NC(=O)NC1C (stereo unspecified),17.6%,10.3%,0.0%,-3.6,-11.6%,-3.9%,i,-1.2%,-2.3
O=C(O)CCc1ccc(-c2cccs2)n1NC(=O)c1ccco1,-1.1%,17.0%,48.3%[activator],-12.1,5.2%,19.6%,-3.7%,-9.3%,-12.9

Assay outcomes deposited in PubChem by National Center for Advancing Translational Sciences (NCATS).
